# Source: PubChem BioAssay (several laboratories)
# C-LANA FP = inhibitors of KSHV C-LANA binding to DNA, primary screen, biochemical, fluorescence polarization, FAM-LBS DNA, MBP-C-LANA, single point; Kaposi's sarcoma herpesvirus LANA C-terminal domain (residues 932-1162) DNA binding; inhibition, % at 9 µM; 340,000 compounds, 0.078% hits; AID 504423, 2011;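 active = highest replicate inhibition at or above 60% at 9 µM, even if other replicates fall short; inactive = all replicates below 60% inhibition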;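 also: 0% = neutral control wells and 100% = 4 µM acridine orange control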
# CAL PDZ FP-1 = untagged CAL PDZ binding inhibitors, primary screen, biochemical, fluorescence polarization, HTS. inhibition, % at 24.9 µM. AID 602252, 2012. Golgi-associated PDZ and coiled-coil motif-containing protein (Homo sapiens), Q9HD26. 300,000 compounds, 0.92% hits. purified CAL PDZ, TMR-peptide fluorescence polarization, 1 h;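 active = mean inhibition of at least 30% with at least half of replicates also reaching 30%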;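 also: 0% = DMSO neutral control and 100% = excess unlabeled competitor peptide PRC23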
# NSD2 HMT inh = NSD2 histone methyltransferase inhibitors, primary screen, biochemical, AlphaScreen, single concentration, set 2. 310,000 compounds, 0.54% hits. inhibition, % at 12.5 µM. AID 743445, 2014. NSD2 peptide methylation, 120 min; in the data active = inhibition above about 50%
# Target sequence (O96028 whole entry, looked up): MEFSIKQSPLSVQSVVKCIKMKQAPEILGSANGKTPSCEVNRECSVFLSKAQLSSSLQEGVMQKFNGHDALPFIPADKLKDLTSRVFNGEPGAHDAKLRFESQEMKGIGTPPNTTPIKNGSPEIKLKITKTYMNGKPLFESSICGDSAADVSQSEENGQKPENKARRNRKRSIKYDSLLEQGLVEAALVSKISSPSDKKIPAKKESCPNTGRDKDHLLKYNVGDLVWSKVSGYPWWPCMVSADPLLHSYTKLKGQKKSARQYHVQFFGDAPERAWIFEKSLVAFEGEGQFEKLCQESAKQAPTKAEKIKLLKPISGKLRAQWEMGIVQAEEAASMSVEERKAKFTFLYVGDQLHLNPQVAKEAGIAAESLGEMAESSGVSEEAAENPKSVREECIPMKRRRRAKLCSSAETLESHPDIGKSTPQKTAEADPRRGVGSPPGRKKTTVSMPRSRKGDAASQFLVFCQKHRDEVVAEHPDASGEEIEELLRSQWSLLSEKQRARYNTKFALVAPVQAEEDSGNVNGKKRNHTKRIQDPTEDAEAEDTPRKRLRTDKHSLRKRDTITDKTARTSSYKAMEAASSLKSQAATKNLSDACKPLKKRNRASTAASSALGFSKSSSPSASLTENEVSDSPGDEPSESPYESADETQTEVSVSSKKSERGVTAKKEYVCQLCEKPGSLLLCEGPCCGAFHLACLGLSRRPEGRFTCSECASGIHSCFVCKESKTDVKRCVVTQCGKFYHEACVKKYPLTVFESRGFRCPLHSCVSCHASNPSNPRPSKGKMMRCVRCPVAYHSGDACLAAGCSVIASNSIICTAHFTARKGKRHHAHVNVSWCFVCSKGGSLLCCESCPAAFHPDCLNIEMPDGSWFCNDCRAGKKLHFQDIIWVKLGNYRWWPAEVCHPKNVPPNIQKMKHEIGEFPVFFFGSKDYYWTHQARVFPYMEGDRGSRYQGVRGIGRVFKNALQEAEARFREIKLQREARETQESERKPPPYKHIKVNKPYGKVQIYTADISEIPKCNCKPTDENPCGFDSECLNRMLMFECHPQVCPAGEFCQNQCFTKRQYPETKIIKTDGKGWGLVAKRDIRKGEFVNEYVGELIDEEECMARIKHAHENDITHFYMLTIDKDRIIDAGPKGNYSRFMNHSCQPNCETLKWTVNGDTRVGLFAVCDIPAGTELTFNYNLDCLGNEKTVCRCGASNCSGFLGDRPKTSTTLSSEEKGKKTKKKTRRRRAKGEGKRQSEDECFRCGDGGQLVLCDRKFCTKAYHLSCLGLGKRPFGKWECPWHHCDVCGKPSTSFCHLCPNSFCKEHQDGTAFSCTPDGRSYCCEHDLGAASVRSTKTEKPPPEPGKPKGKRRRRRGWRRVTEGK
# Cardiac RTF inh = cardiac RTF calcium sensitivity inhibitors, primary screen, biochemical, IANBD-TnC fluorescence, EC70 calcium; Troponin I, cardiac muscle (Homo sapiens) + Troponin T, cardiac muscle (Homo sapiens) + …; inhibition, % at 7.15 µM; AID 493244, 2011; IANBD-labeled cardiac RTF, Ca2+ fluorescence; 340,000 compounds, 0.12% hits;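 active = inhibition above the mean inhibition of all tested compounds plus 3 SD, cut at about 17% in these data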;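 also: assay run at fixed EC70 calcium of 1.6 mM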
# Keap1-Nrf2 PPI = Keap1-Nrf2 protein-protein interaction inhibitors, primary screen, biochemical, fluorescence polarization, single point; Kelch-like ECH-associated protein 1 (Homo sapiens), Q14145; inhibition, % at 9.4 µM; 340,000 compounds, 0.15% hits; Keap1 Kelch-Nrf2 peptide fluorescence polarization, 1536-well; in the data active = inhibition above about 12%;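 also: human Keap1 Kelch domain with fluorescein labeled Nrf2 9mer peptide probe; 0% = neutral control wells and 100% = peptide positive control; higher means more block of Keap1 binding to Nrf2 peptide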
# CAL PDZ FP-2 = CAL PDZ peptide-binding inhibitors, primary screen, biochemical, fluorescence polarization, Cer-tagged CAL PDZ, HTS. Golgi-associated PDZ and coiled-coil motif-containing protein (Homo sapiens), Q9HD26. purified CAL PDZ, TMR-peptide fluorescence polarization, 1 h. inhibition, % at 20 µM. 330,000 compounds, 0.02% hits. AID 504414, 2011;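 active = highest replicate inhibition of at least 40%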;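 also: plate controls were DMSO neutral control wells for no effect and unlabeled competitor peptide control wells for full effect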
#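 System: purified tagged CAL PDZ domain construct (CerCALP). Schedule: 1 h incubation at room temperature before polarization reading. Medium: 25 mM sodium phosphate pH 7.4, 150 mM NaCl, TCEP, IgG, Thesit. Read-out: percent inhibition from loss of millipolarization. Measured by: FP readout, S and P plane fluorescence. Probe or stimulus: fluorescent TMR peptide probe.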
# DSG3 Ab inh = inhibitors of pemphigus antibody binding to DSG3, primary screen, biochemical, bead-based, flow cytometry, scFv-GFP | Desmoglein-3 (Homo sapiens), P32926 | AID 588358, 2011 | 310,000 compounds, 0.48% hits | DSG3-coupled beads, scFv-anti-DSG3-GFP binding; hits give low values | binding (percent of control), % at 10 µM;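 active = binding more than 3 SD below its plate's average and above zero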;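 also: hits lower antibody fragment binding to DSG3; some compounds called inactive have numbers as strong as hits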
# DAGLB inh = DAGLB lipase inhibitors, primary screen, biochemical, fluorescence, HTS; inhibition, % at 5.17 µM; HEK293T DAGLB membrane lysate, EnzChek fluorogenic substrate; 340,000 compounds, 0.059% hits; Diacylglycerol lipase-beta (Homo sapiens), Q8NCG7; AID 504411, 2011; in the data active = inhibition above about 34%;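 also: 0% = enzyme with vehicle and 100% = wells lacking enzyme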
# V-ATPase pHluor = regulators of yeast V-ATPase proton pumping, primary screen, pHLuorin cytosolic pH fluorescence. S. cerevisiae. response, % at 10 µM. 350,000 compounds, 0.37% hits. AID 504577, 2011; in the data active = response mostly above about 7.3%, no sharp cut-off; inactive = mostly below about 5.4%; also: actives read high; inactives centre near 0; some compounds called inactive have numbers as strong as hits; reference of the scale not given here
# Arrestin-AP2 inh = inhibitors of beta-arrestin/AP2 binding, primary screen, biochemical, GPCR trafficking, flow cytometry; FITC-arrestin peptide / GST-AP2 beads; AP2 beta2 appendage carries R879A mutation; inhibition, % at 10 µM; 340,000 compounds, 0.31% hits; AID 504490, 2011;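 active = inhibition above a set limit, near 3 SD of compounds lacking own fluorescence, cut at about 54% in these data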;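 also: plate controls were DMSO wells for no effect and 5 µM unlabelled arrestin peptide for full effect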
#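 System: GST-AP2 R879A glutathione beads | Also added: FITC-arrestin peptide, 50 nM | Times: 12 min plus 1 h, RT | Signal: Bead flow cytometry, FITC channel | Buffer or medium: PBS with 0.05% Tween 20 and 0.1% BSA | Read-out basis: Percent drop in bead-associated FITC signal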
# * hit, by the source's call; nt = not tested or not shown.
SMILES,C-LANA FP,CAL PDZ FP-1,NSD2 HMT inh,Cardiac RTF inh,Keap1-Nrf2 PPI,CAL PDZ FP-2,DSG3 Ab inh,DAGLB inh,V-ATPase pHluor,Arrestin-AP2 inh
COc1ccc(N2C(=O)Cc3ccccc3C2=O)cc1,-3.1,-4,3,-2,-3,0.2,97,0,-7,-6
CC(C)C(NC(=O)OCc1ccccc1)C(=O)OCC(=O)NCc1ccco1 (configuration not stated),-2.3,nt,nt,-14,3,0.5,107,2,3,8
COc1ccc(Cn2nnnc2C(c2ccc(N(C)C)cc2)N2CCC(C(N)=O)CC2)cc1 (configuration not stated),0.8,-2,1,1,-2,-0.7,107,-3,-2,27
CS(=O)(=O)N1CCN(C/C=C/c2ccccc2)CC1,0.6,-5,0,-9,-1,-0.6,100,1,-1,-4
Cc1ccc(C(=O)NCC(=O)OCC(=O)NC2CCCCCCC2)cc1,-0.3,-3,2,-5,-1,-3.3,nt,3,5,-12
COCCN1C(=O)N[C@@H](CCc2ccccc2)[C@H](C(C)=O)[C@H]1C,1.8,0,nt,5,-7,-0.7,107,0,1,-3
Cc1cc(C)cc(NC(=S)N(Cc2cccc(Br)c2)CC2CCC(C(=O)O)CC2)c1 (configuration not stated),1.3,-4,-1,-8,4,-0.2,98,4,0,6
O=C(CSc1nc2ccsc2c(=O)n1Cc1ccccc1)NCC1CCCO1 (configuration not stated),0.0,1,-2,-6,-1,-0.6,110,-1,-1,2
COCCCNC(=S)NCCNc1nc2c(C)c(C)ccc2cc1C#N,0.3,2,-8,2,0,-3.8,96,2,-2,-10
NS(=O)(=O)c1ccc(NCc2cnc3ccccc3n2)cc1,nt,nt,5,nt,nt,nt,100,2,3,nt
Cc1nc2c(Br)cc(Br)cc2c(=O)n1-c1ccccc1NC1OCC(O)C(O)C1O (configuration not stated),0.8,-3,0,1,-8,-1.3,97,-1,-3,19
CCN(CC)S(=O)(=O)c1ccc(N2CCCCC2)c(NC(=O)/C=C/c2cc(OC)c(OC)c(OC)c2)c1,2.0,-2,0,-9,1,-2.0,80,-8,-4,0
COc1ccc(-c2cc(C(=O)N3CCCCCC3)c3ccccc3n2)c(OC)c1,1.1,-2,-1,7,-5,0.0,107,0,2,-2
Cc1nc(N2CCCCC2)c2c(C)c(C(=O)Nc3cccc(C(F)(F)F)c3)sc2n1,1.4,-3,nt,-4,1,-2.5,97,-7,1,-1
COc1ccc2cc(CN(Cc3cccnc3)S(=O)(=O)c3ccccc3)c(=O)[nH]c2c1,2.3,-3,-1,0,-1,nt,102,1,-3,-3
CC(=O)c1ccc(NC(=O)CSc2nc(=O)cc(N)n2-c2ccccc2)cc1,0.2,-4,1,-11,4,-1.4,118,-2,-2,-27
CN(c1ccc(C(=O)NC2CC3CCC2C3)cc1)S(C)(=O)=O (configuration not stated),0.1,0,1,-5,1,-1.2,6.6*,1,5,12
Cc1cccc2cc(CN(C(=S)NCC(C)C)C3CCCC3)c(=O)[nH]c12,0.6,1,1,-5,1,-2.8,89,7,-2,2
COC(=O)c1ccc(CSc2ccc(S(=O)(=O)N3CCCCC3)cn2)cc1,1.3,-3,9,-9,3,0.1,105,2,1,28
Cc1ccc(NC(=O)c2ccc3[nH]c(=O)c(=O)[nH]c3c2)nc1,0.5,-3,-4,-1,1,-3.2,101,0,-3,4
O=C(CSc1ncccn1)NC1CCS(=O)(=O)C1 (configuration not stated),-0.6,nt,-2,-4,-7,-0.5,101,1,0,31
CC(=O)Nc1ccc(NS(=O)(=O)C(F)(F)F)cc1,-2.2,-1,3,-15,-7,-0.2,119,0,4,-2
COc1ccccc1N1CCN(C(CNC(=O)c2ccco2)c2cccnc2)CC1 (configuration not stated),0.4,nt,nt,2,1,-0.5,86,2,-4,-4
O=C(COc1ccc(Br)cc1F)N1CCN(c2ncccn2)CC1,-0.3,-3,-4,-16,-6,0.2,98,-4,3,-4
COc1ccc(C(=O)N2CCCC(CNC(=O)c3ccc(F)cc3)C2)cc1OC (configuration not stated),-0.5,0,-4,0,-10,-1.9,98,-3,0,-4
Cc1cc(Br)ccc1NC(=O)CCSc1ccccc1,-1.1,1,0,-11,0,-3.6,101,-7,-4,7
Cc1ccnc(NC(=O)CN(C)S(=O)(=O)c2cccc3nsnc23)c1,0.7,0,7,-6,-3,0.1,nt,0,-2,2
CCOc1c(CNCc2ccc(C(=O)O)cc2)cccc1OC,1.1,-4,-1,-2,-4,-0.8,107,-1,6,-18
Cc1ccc(/C(N)=N/OC(=O)CCC2CCCC2)cc1,-2.7,4,7,-2,-1,-0.5,100,-3,1,29
Cc1nn(C)c(Cl)c1CN1CCCC(CCC(=O)NCc2ccccc2F)C1 (configuration not stated),-0.2,-3,1,-4,3,-0.1,104,1,0,-7

# Four of the compounds above, field by field:
COCCN1C(=O)N[C@@H](CCc2ccccc2)[C@H](C(C)=O)[C@H]1C
  C-LANA FP: 1.8; CAL PDZ FP-1: 0; NSD2 HMT inh: nt; Cardiac RTF inh: 5; Keap1-Nrf2 PPI: -7; CAL PDZ FP-2: -0.7; DSG3 Ab inh: 107; DAGLB inh: 0; V-ATPase pHluor: 1; Arrestin-AP2 inh: -3
COc1ccc(Cn2nnnc2C(c2ccc(N(C)C)cc2)N2CCC(C(N)=O)CC2)cc1 (configuration not stated)
  C-LANA FP: 0.8; CAL PDZ FP-1: -2; NSD2 HMT inh: 1; Cardiac RTF inh: 1; Keap1-Nrf2 PPI: -2; CAL PDZ FP-2: -0.7; DSG3 Ab inh: 107; DAGLB inh: -3; V-ATPase pHluor: -2; Arrestin-AP2 inh: 27
CC(=O)Nc1ccc(NS(=O)(=O)C(F)(F)F)cc1
  C-LANA FP: -2.2; CAL PDZ FP-1: -1; NSD2 HMT inh: 3; Cardiac RTF inh: -15; Keap1-Nrf2 PPI: -7; CAL PDZ FP-2: -0.2; DSG3 Ab inh: 119; DAGLB inh: 0; V-ATPase pHluor: 4; Arrestin-AP2 inh: -2
Cc1cccc2cc(CN(C(=S)NCC(C)C)C3CCCC3)c(=O)[nH]c12
  C-LANA FP: 0.6; CAL PDZ FP-1: 1; NSD2 HMT inh: 1; Cardiac RTF inh: -5; Keap1-Nrf2 PPI: 1; CAL PDZ FP-2: -2.8; DSG3 Ab inh: 89; DAGLB inh: 7; V-ATPase pHluor: -2; Arrestin-AP2 inh: 2

# Further entries
SMILES,C-LANA FP,CAL PDZ FP-1,NSD2 HMT inh,Cardiac RTF inh,Keap1-Nrf2 PPI,CAL PDZ FP-2,DSG3 Ab inh,DAGLB inh,V-ATPase pHluor,Arrestin-AP2 inh
CC1Cn2c(COc3ccccc3)nnc2S1 (configuration not stated),-0.7,nt,nt,-7,4,-0.2,102,2,2,0
O=C(O)c1cc(-c2ccc(-c3c(-c4ccc5c(c4)OCO5)noc3-c3ccsc3)cc2)nc2ccccc12,1.1,nt,nt,-11,-2,-5.4,103,-1,3,4
CC(C)(C)C(=O)NC(=S)Nc1ccccc1N1CCCC1,-0.3,-4,3,-9,-4,-0.6,109,-5,1,-7
c1ccc(CN2CCN(c3ncnc4c3[nH]c3ccccc34)CC2)cc1,-0.2,-2,nt,-18,6,-3.0,102,-3,4,-4
O=C(NCc1cccnc1)c1cccc(S(=O)(=O)NCc2ccccc2)c1,-0.1,nt,-5,0,-3,-0.5,96,-2,-2,3
Cc1cccc(NC(=O)NCCc2c[nH]c3ccccc23)c1,-2.5,-2,-4,-1,-1,-1.9,98,0,-3,-6
CCN(c1ccc(OC)cc1)S(=O)(=O)c1nnc(NC(=O)COc2ccccc2)s1,0.9,1,2,1,-1,-3.2,98,8,1,-6
O=C(O)C1CC(O)CN1C(=S)Nc1ccccc1 (configuration not stated),-1.5,-2,-3,6,-6,-1.4,102,-2,1,26
CCCCn1nnc(NC(=O)COc2cc(C)ccc2C(C)C)n1,-0.1,-2,-4,-8,3,-0.9,113,-10,-1,-5
COc1ccc(-c2cn[nH]c2-c2ccc(OC)cc2)cc1,3.1,-4,2,3,-4,-2.2,104,-1,2,8
Cc1ccccc1NC(=O)C(C)N1C(=O)c2ccccc2C1=O (configuration not stated),0.6,-2,-1,-8,-2,-0.3,110,-2,-2,12
O=C(CSc1nc2ccccc2s1)Nc1ccc(Cl)c(S(=O)(=O)N2CCOCC2)c1,-0.1,-4,-2,13,-5,-3.2,118,-3,4,13
Cc1ccc(NC(=O)CSCC(=O)N(C)CC(=O)Nc2ccccc2C(F)(F)F)cc1,-1.2,6,19,-16,4,-1.5,96,0,-1,-7
Cc1c(N(C)S(=O)(=O)c2cc(C(=O)Nc3ccccn3)ccc2Cl)c(=O)n(-c2ccccc2)n1C,-0.6,16,4,-21,-3,-0.6,99,0,-2,-7
CCN1C(=O)C(CC(=O)NC2CCCCC2)N(CC)C1=O (configuration not stated),-0.3,5,-5,-12,3,0.0,101,-2,2,20
COC(=O)c1ccc(CSC2=NC[C@@H]3[C@@H]4C(=O)N(Cc5ccccc5)C(=O)[C@@H]4[C@](C)(C(=O)OC)N23)cc1,-0.7,-4,nt,-3,0,-0.8,108,0,2,8
CCOC(=O)c1ccc(N=Cc2nc(-c3ccccc3)oc2OC(C)=O)cc1,-1.3,-2,-2,-2,-5,-0.2,103,-1,4,4
O=C(CCc1c[nH]c2ccccc12)NCc1ccncc1,-1.3,1,-3,-1,-1,-1.3,101,-2,2,28

# The list is partial (hit frequency here may not be typical).
